From PubChem BioAssay
C2C12 statin: suppressors of simvastatin-induced myotoxicity in C2C12 myotubes | rescue of ATP level, % at 7.49 µM | AID 602340 | ATP luminescence, 48 h; scaled: DMSO 0, geranylgeraniol control 100 | 0.78% of 330,000 active;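 active means mean ATP rescue above about 67%, or every replicate alone reaching that limit, limit read from the data, passing the limit was not always enough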;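 further: myotubes were challenged with 10 µM simvastatin during compound exposure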
FN deposition inh: fibronectin deposition inhibition. AH1F fibroblasts, Alexa488-fibronectin deposition fluorescence, overnight. 0.086% of 350,000 active. inhibition, % at 12.6 µM. AID 743247;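 active means mean inhibition across replicates of 30% or more, regardless of how many single replicates reach that level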;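 further: positive control wells lacked labelled fibronectin entirely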
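Material: AH1F fibroblast monolayer depositing Alexa488-labelled fibronectin into matrix | Input: 10000 AH1F cells/well | Medium: DMEM plus 2% serum, read in PBS | Reagent: Alexa488-fibronectin, 24 nM final in well | Compound dosing: One dose per compound, pinned | Schedule: 1 h adhesion, overnight exposure | Measured by: Fluorescence at 485 nm excitation, 525 nm emission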
GSIS activator: GLuc luminescence reporter in INS-1E cells, primary screen for activators of glucose-dependent secretion of insulin. INS-1E GLuc reporter insulin secretion, 2-3 h. AID 743287. activation, % at 16.6 µM. 0.61% of 370,000 active;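 active means lowest replicate activation of at least 40%, so every replicate reaches that level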;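 further: 0% = median of neutral control wells and 100% = median of IBMX positive control wells; some compounds called inactive have numbers as strong as hits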
PGC1a acetyl inh: modulators of PGC1a acetylation | AID 651687 | 0.17% of 350,000 active | inhibition, % at 15.6 µM | U2OS PGC1a acetylation, AlphaScreen anti-acetyl-lysine; with virally co-expressed GCN5 acetyltransferase;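 active means every replicate shows inhibition of at least 40%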;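 further: 0% = neutral control wells and 100% = positive control wells; some results beyond the cut were filed as inactive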
Cneo AK release: causes C. neoformans cell lysis; 0.2% of 360,000 active; AID 651654; lysis activity, % at 15 µM; adenylate kinase release luminescence, 4 h; normalised: neutral wells 0, clomiphene wells 100;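 active means mean lysis activity across replicates of at least 80%, whatever share of replicates individually reach that level; inactive means mean lysis activity below 80%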
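read-out = cell lysis signal | test system = log-phase Cryptococcus neoformans yeast cells | input = cells at 5 × 10^6 per mL | medium = fresh YPD growth medium | signal = luminescent adenylate kinase detection reagent | timing = 4 h at 37 °C static, read 1 h later | dosing = single dose | controls = Clomiphene as positive lysis control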
F508del corr: CFTR F508del correction in bronchial cells | CFBE cells, YFP halide quenching; stimulated with forskolin plus potentiator P3; % fluorescence drop versus neutral controls | activity (quench increase), % at 7.58 µM | 0.36% of 350,000 active | AID 720511;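 active means mean added fluorescence quench of at least 8% versus neutral control, with both replicates also reaching 8%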;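 further: cells transiently co-express mutant CFTR-F508del with the halide-sensitive YFP; corrector assay measuring rescue of mutant channel to the surface after 24 h compound exposure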
miR122 inh: blocks miR-122 activity in Huh7 sensor cells. 0.3% of 340,000 active. Huh7 miR-122 Renilla luciferase sensor, 48 h; neutral wells = 0, positive control = 100. activation (reporter increase), % at 12.5 µM;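 active means mean replicate activation score at least 90 and every replicate individually at or above 90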;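 further: higher luciferase means less miR-122 activity so hits act as miR-122 inhibitors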
PglD inh: blocks C. jejuni PglD acetyltransferase activity | inhibition, % at 12.5 µM | AID 602405 | 0.098% of 360,000 active | purified PglD enzyme, DTNB colorimetric CoA detection; in the data active means inhibition above about 16%, passing the limit was not always enough; further: strong numbers were not always called active
An asterisk follows results filed as active; x = no result given; & = joins results of further samples; [ ] = remark or other dose.

Structure	C2C12 statin	FN deposition inh	GSIS activator	PGC1a acetyl inh	Cneo AK release	F508del corr	miR122 inh	PglD inh
O=C(Cc1ccccn1)NCC[C@@H]1CC[C@@H](NC(=O)Nc2ccc(Cl)cc2)[C@@H](CO)O1	-4	x	4	-7	-6	4.6	x	2
Cc1ccc(S(=O)(=O)NCC(=O)N(c2ccccc2)C(C(=O)NCc2ccccc2)c2ccco2)cc1 (stereo unspecified)	x	-6	-9	-11	0	-0.9	-5	-8
CCOC(=O)c1[nH]c2ccccc2c1NC(=O)c1ccco1	x	4	x	2	-1	x	14	1
CCCC(=O)Nc1nc(-c2ccc(OC)cc2)cs1	-9	x	x	-35	1	x	-2	-4
C[C@@H]1CN([C@@H](C)CO)C(=O)c2cccc(NS(=O)(=O)c3ccc(F)cc3)c2O[C@H]1CN(C)CC1CCCCC1	11	x	-2	1	3	1.1	-5[16.7 µM]	4
O=C(/C=C/c1ccco1)N1CCN(S(=O)(=O)c2ccccc2)CC1	4	2	-13	5	0	-0.1	-7	0
O=C(NCCc1ccccc1)/C(=C\c1ccccc1)NC(=O)c1ccco1	x	2	-12	-2	-2	-0.4	-4	-4
CC(=O)c1cnc(-c2ccccc2Cl)s1	4	2	6	x	-2	-1.2	-2	5
CS(=O)(=O)Nc1ccc2c(c1)[C@@H]1C[C@@H](CC(=O)NCC3CC3)O[C@@H](CO)[C@@H]1O2	6	x	18	1	-5	-3.6	2[16.7 µM]	-1
O=C(C1CCN(S(=O)(=O)c2cnc[nH]2)CC1)N1CCN(c2ccc([N+](=O)[O-])cc2)CC1	-3	2	1	-8	0	1.0	-4	-4
Cc1ccccc1-c1cnc2c(c1)C(=O)N([C@@H](C)CO)C[C@@H](C)[C@H](CN(C)C(=O)c1ccncc1)O2	14	x	5	5	-2	-1.5	-5[16.7 µM]	5
O=C(CN1CCN(C2CCCCC2)CC1)NCCC1=CCCCC1	-9	x	2	4	1	2.5	x	-4
Cc1ccc(CN(C)C[C@@H]2OCc3cnnn3CCCC(=O)N([C@H](C)CO)C[C@H]2C)cc1	4&15	7&0	0&6	11&-1	0&2	-0.5&1.8	8	4&0
COc1ccc(Cc2nnn(CC(=O)O)n2)cc1	x	-4	x	x	0	x	-2	-2
CO[C@H]1CN(C)C(=O)c2cc(NC(=O)c3ccccc3)ccc2OC[C@@H](C)NC[C@H]1C	-9	-8	8	1	-1	-0.9	7[16.7 µM]	2
O=C(NC1CCCC1)N1CCCCN2[C@H](C1)[C@@H](c1ccc(-c3cncnc3)cc1)[C@@H]2CO	x	x	-3	6	0	-4.8	6[16.7 µM]	2
O=C(c1ccccc1)N1CCN(C(=O)c2ccccc2)CC1	3	2	x	10	-2	x	7	2
Cc1ccc2c(C(=O)CN3CCOCC3)c(C)[nH]c2c1	-15	9	x	-18	1	x	6	1
CCOc1ccccc1NC(=O)c1nc[nH]c1C(=O)Nc1ccccc1OCC	4	x	x	-3	1	x	1	-3
CCCN(Cc1ccccc1)C(=S)NC(=O)c1ccccc1[N+](=O)[O-]	x	-11	-2	-2	x	-0.1	x	x
CC(C)CC#Cc1cnc2c(c1)C(=O)N([C@H](C)CO)C[C@@H](C)[C@H](CN(C)C(=O)C1CCCCC1)O2	6	-5	16	3	1	0.8	-3[16.7 µM]	-3
CCCn1c(C)cc(=O)c2cc(NC(=O)c3cnccn3)ccc21	-27	x	x	-1	1	x	5	1
COc1ccc(NC(=O)NCc2ccccn2)c(OC)c1	2	1	31	x	1	0.0	-3	-1
O=C(Nc1ncnc2sc3c(c12)CCCC3)c1ccncc1	9	0	11	15	14	-2.9	-2	4
O=C(CCNC(=O)C1CCN(S(=O)(=O)c2ccc(F)cc2)CC1)NCc1cccc(Cl)c1	4	3	6	4	0	-3.4	4	-2
CCn1c(C)nnc1SCC(=O)Nc1cccc(Cl)c1	9	-6	9	2	-4	1.8	2	-10
O=C(NCCOc1ccccc1)C1CCCCC1	4	-1	9	9	3	-1.2	-11	5
Cc1ccc(NC(=O)CN(C)C(=O)c2cccc(S(=O)(=O)N3CCCC3)c2)cc1	-5	4	25	-3	2	1.9	-1	x
O=C(NCc1ccc(F)cc1)C(=O)NCC1CCCN1S(=O)(=O)c1ccccc1 (stereo unspecified)	6	-3	10	0	0	-0.4	-4	3
CN(C(=O)c1cccc(C#N)c1)c1nnc(-c2ccncc2)s1	x	8	x	27	1	x	-7	-15

Record cards, from the list above. Order of values: C2C12 statin	FN deposition inh	GSIS activator	PGC1a acetyl inh	Cneo AK release	F508del corr	miR122 inh	PglD inh
`C[C@@H]1CN([C@@H](C)CO)C(=O)c2cccc(NS(=O)(=O)c3ccc(F)cc3)c2O[C@H]1CN(C)CC1CCCCC1` is entered as 11	x	-2	1	3	1.1	-5[16.7 µM]	4
`CN(C(=O)c1cccc(C#N)c1)c1nnc(-c2ccncc2)s1` is entered as x	8	x	27	1	x	-7	-15

(next part)
Structure	C2C12 statin	FN deposition inh	GSIS activator	PGC1a acetyl inh	Cneo AK release	F508del corr	miR122 inh	PglD inh
Cc1ccc(NC(=O)COC(=O)/C=C/c2c(C)nn(-c3ccc(F)cc3)c2Cl)cc1F	0	-3	4	-18	-1	x	0	-2
Cc1noc(C)c1S(=O)(=O)N(C)C[C@@H]1Oc2ccc(NC(=O)CCCN(C)C)cc2C(=O)N([C@@H](C)CO)C[C@@H]1C	x	x	11	-4	1	-0.9	-2[16.7 µM]	0
CO[C@@H]1CN(C)C(=O)c2ccc(NS(=O)(=O)c3cccc(Cl)c3)cc2OC[C@H](C)NC[C@H]1C	1	-4	11	-10	-2	-1.9	x	2
CC(C)NC(=O)N(C)C[C@@H]1Oc2ccc(NC(=O)c3ccncc3)cc2CC(=O)N([C@@H](C)CO)C[C@@H]1C	-1	-7	32	8	0	-0.5	-1[16.7 µM]	10
COC(=O)c1c(C)[nH]c(C(=O)CN(C)CC(=O)Nc2cccc(F)c2)c1C	-3	11	0	x	1	-1.4	x	9
O=C(/C=C/c1ccc2ccccc2c1)c1ccoc1	2	x	x	13	2	x	-4	4
CC(C)Oc1ccc(CNC(=O)c2ccc3c(c2)N(C)CCS3)cc1	12	2	-8	-7	1	-7.7	-5	-3
OCCN1CCN(c2cc(C(F)(F)F)nc3c(F)cccc23)CC1	x	0	18	0	x	0.2	x	x
COCC(C)n1c(SCC(=O)NC(=O)Nc2ccc3c(c2)OCCO3)nc2ccccc2c1=O (stereo unspecified)	0	-6	x	-4	-1	x	0	-8
COc1ccc(CCNC(=O)c2cc(-c3cc(C)cc(C)c3O)n[nH]2)cc1OC	18	-5	-37	-1	-3	0.3	-3	1
CN(C)c1ccc(C(=O)NNC(=O)c2ccc(Cl)cc2)cc1	x	-2	9	5	-2	-0.9	-3	-4
Cc1cc(C(=O)Cn2nnc3ccccc3c2=O)c(C)n1Cc1cccs1	-5	1	-32	-3	-4	x	-1	-7
COC(=O)C(C)n1cnc2c(nnn2Cc2ccc(Cl)cc2)c1=O (stereo unspecified)	x	12	0	7	-4	x	-3	2
COc1ccc(C=O)cc1OC(=O)C1(C)Cc2ccccc2C(=O)O1 (stereo unspecified)	x	3	17	11	-1	0.2	3	1
O=C(C[C@@H]1CC[C@H]2[C@@H](COC[C@@H](O)CN2C(=O)c2ccncc2)O1)Nc1ccc(-c2ccccc2)cc1	-12	7	-13	-7	-4	1.7	-3[16.7 µM]	-1
Cc1ccc(S(=O)(=O)Nc2c(C(=O)O)[nH]c3ccccc23)c(C)c1	-4	-8	6	-2	3	2.6	8	0
O=C(CSc1nnc2n1CCCN2)c1ccc([N+](=O)[O-])cc1	-6	7	5	1	x	-16	-2	x
C[C@@H]1CCCCO[C@@H](CN(C)C(=O)Cc2ccccc2)[C@@H](C)CN([C@@H](C)CO)C(=O)c2cc(NC(=O)NC3CCCCC3)ccc2O1	x	x	-19	-3	-10	-0.9	13[16.7 µM]	3
CC(Oc1ccccc1)C(=O)Nc1nc(-c2ccccn2)cs1 (stereo unspecified)	-2	6	7	x	5	-0.2	x	3
COCC(=O)Nc1ccc2c(c1)C(=O)N(C)C[C@@H](OC)[C@H](C)CN(Cc1ccccc1OC)[C@H](C)CO2	4	-2	3	x	-2	1.2	-7[16.7 µM]	-1
CCNC(=O)[C@H]1[C@H](CO)[C@H]2Cn3c(cccc3=O)[C@H]2N1C(=O)C1CCCC1	0	x	-1	0	3	1.6	2[16.7 µM]	3
C[C@H]1CN([C@@H](C)CO)C(=O)c2cc(C#CC3(O)CCCC3)cnc2O[C@@H]1CN(C)S(=O)(=O)c1ccc(F)cc1	6	x	4	-4	2	1.2	4[16.7 µM]	-3
O=C(NC1CCN(Cc2ccc3ccccc3c2)CC1)c1ccccc1	5	8	-25	13	6	2.6	0	7
Cc1ccc(S(=O)(=O)N2[C@@H](c3ccc(C(C)(C)C)cc3)C(C(=O)O)=CC[C@H]2c2ccc(Cl)cc2)cc1	5	-17	-15	-14	-2	2.3	-4	-3
C[C@H](CO)N1C[C@H](C)[C@H](CN(C)C)Oc2ccc(NC(=O)Nc3ccc(F)cc3)cc2C1=O	-9	x	16	3	-1	-1.0	4[16.7 µM]	-3
CCc1nc2sc3c(c2c(=S)[nH]1)CC(C)(C)OC3	0	-1	6	4	0	0.1	-3	-5
Cc1cc2cc(OCc3ccccc3)ccc2n1C	6	2	-18	x	2	0.7	x	-1
COc1ccc(NC(=O)N[C@@H]2CC[C@@H](CCn3cc(-c4ccccc4)nn3)O[C@@H]2CO)cc1	0	x	3	0	2	3.4	x	8
COc1ccc2cc(CCNS(=O)(=O)c3c(C)cc(C)cc3C)c(=O)[nH]c2c1	-4	1	6	x	-1	-2.8	x	1
CCOC(=O)c1sc(=S)n(-c2ccccc2)c1N(C(C)=O)C(C)=O	-5	11	-10	20	-3	0.3	0	-2
O=c1oc2cc(OCc3ccc(C(F)(F)F)cc3)ccc2cc1-c1ccccn1	0	x	11	-10	1	x	2	2
C[C@H]1CN([C@@H](C)CO)S(=O)(=O)c2ccc(C#CC3CC3)cc2O[C@@H]1CN(C)C(=O)CN(C)C	-4	x	-3	-2	2	-2.5	-7[16.7 µM]	1
Cc1cccc(S(=O)(=O)N2C[C@@H]3N[C@H](C2)C3c2ccc(-c3cccc(C#N)c3)cc2)c1 (stereo partly specified)	x	-2&3	-28&-14	-10&-20	x	4.7&-1.2	x	x
O=S(=O)(NC1=NCCC1)c1cccc(NC(=S)Nc2ccc(OC(F)F)cc2)c1	-3	2	-3	-3	1	2.2	-9	0
CC1Sc2ccc(S(=O)(=O)N3CCN(c4ccccc4)CC3)cc2NC1=O (stereo unspecified)	23	1	-9	-18	-2	0.6	1	-5
Fc1cccc(Cl)c1Cn1nnc2c(NCc3ccncc3)ncnc21	-13	x	5	5	1	0.9	-2	0
O=C(CSc1nc2ccc([N+](=O)[O-])cc2s1)NC1CCS(=O)(=O)C1 (stereo unspecified)	x	0	21	21	x	-0.3	1	x
CC(C)c1nc(SCC(=O)Nc2ccc(C(=O)O)cc2)c2c3c(sc2n1)CCCC3	-15	4	-17	-5	2	5.1	5	1
COc1cccc(NC(=O)Nc2ccc3nsnc3c2)c1	-6	x	-54	2	4	-1.2	13	10
CCNC(=O)COC(=O)/C=C/c1cccc(F)c1	x	-7	8	-20	x	-0.1	x	x
